Insulin prom inh: TRM-6 insulin promoter activity inhibition | 130,000 compounds, 0.9% hits | inhibition, % at 2 µM | TRM-6 cells (human fetal islet line), insulin promoter-eGFP reporter, imaging; reporter expression induced with tamoxifen;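 active = inhibition above the mean plus 3 SD, with well images judged a real hit on visual review, cut at about 60% in these data, passing the limit was not always enough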
SDO1 yeast rescue: compounds rescuing growth of sdo1-depleted yeast, bone marrow failure model; S. cerevisiae sdo1-depleted JHY4D growth rescue, OD600 30 h; active compounds read high; pdr5 snq2 efflux-pump mutant strain; z-score at 10 µM; 140,000 compounds, 0.21% hits; AID 817;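 active = z-score above 3 at both the 24 hr and the 30 hr optical density reads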;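 also: z-score against mean and SD of all compound wells on the same plate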
SDO1 yeast rescue Rescue 24 h: second read-out of SDO1 yeast rescue, no call of its own (marks repeat the call); z-score; S. cerevisiae sdo1-depleted JHY4D growth rescue, OD600; measured here: growth rescue at 24 h;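 0 is the plate mean of compound wells and units are plate SD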
The depositor's hits bear a star; . = not tested or not shown. Some of the compounds tested; the hit share may differ from the screen's.

Order of values: Insulin prom inh	SDO1 yeast rescue	SDO1 yeast rescue Rescue 24 h
CC1=NN(c2ccccc2)C(=O)C1C(=O)c1ccccc1 (stereo not given)
  .	0.33	0.27
O=C(O)c1ccc(C2SCC(=O)N2Cc2ccccc2)cc1 (stereo not given)
  -350.0	0.22	-0.11
COc1cccc(-c2nc(NC(C)(C)C)c3ccccc3n2)c1O
  .	-1.69	-0.57
CC(NC(=O)COc1ccccc1)C1COc2ccccc2O1 (stereo not given)
  11.1	.	.
O=C(/C=C/c1cccc(Cl)c1)Nn1c(-c2cccs2)nc2ccccc2c1=O
  9.4	-1.35	-0.86
CC1=NC(=O)C(N=Nc2cccc(C(=O)O)c2)N1c1ccccc1 (stereo not given)
  14.3	-0.15	-0.1
O=c1[nH]nc(Cc2ccc(Cl)cc2)c2ccccc12
  30.0	0.46	1.01
NC(=O)C1CCN(C(=O)COc2ccc(S(=O)(=O)NCc3ccccc3)cc2Cl)CC1
  3.9	-0.43	-0.51
Cc1c(OC(=O)CNC(=O)OC(C)(C)C)ccc2c3c(c(=O)oc12)CCC3
  -25.0	-0.35	-0.49
Brc1ccc(OCCn2ccnc2)cc1
  40.0	0.48	0.23
CCOc1ccc(C(=O)NCCc2ccccc2)cc1
  22.9	-0.15	-0.26
CCOC(=O)c1[nH]c(C)c(C(=O)OCC(=O)N(C)C2CCS(=O)(=O)C2)c1C (stereo not given)
  0.0	.	.
CCOC(=O)c1c(COC(=O)c2ccco2)nc2ccccc2[n+]1[O-]
  24.3	0.43	1.43
O=C(CC1c2ccccc2Oc2ccccc21)N1CCN(c2ccccn2)CC1
  .	-1.75	-1.32
O=C(NCC1CCCO1)c1ccccc1-c1nc(-c2ccc(F)cc2)no1 (stereo not given)
  -50.0	0.2	-0.25
O=C(CN1CCOCC1)N1CCc2ccccc2C(c2ccccc2)C1 (stereo not given)
  -12.9	1.96	2.41
COc1ccc(S(=O)(=O)N(CC(=O)N2CCN(C)CC2)c2ccccc2)cc1OC
  -81.8	0.3	0.4
CCOCCn1c(CN(Cc2ccccc2)Cc2ccccc2)nc2c1c(=O)n(C)c(=O)n2C
  .	-0.59	-0.23
CCOC(=O)C(=O)c1csc(NC(=O)CCSc2ccc(C)cc2)n1
  9.1	.	.
O=C(OCC(=O)c1ccc[nH]1)c1ccccc1
  29.4	.	.
O=C(Cn1c(=O)oc2ccccc21)Nc1ccc2c(c1)OCCO2
  -59.1	0.14	-0.36
Clc1cccc(CSc2nnc(-c3ccccn3)n2Cc2ccco2)c1
  -23.1	-1.37	-1.42
Cc1c(/C(O)=C2/C(=O)C(=O)N(CCN3CCOCC3)C2c2cccs2)cnn1-c1ccccc1 (stereo not given)
  51.7	0.98	0.39
COc1ccc(-c2cc(-c3nnc(-c4ccncc4)o3)c3ccccc3n2)cc1
  41.4	-1.05	-0.53
CC(C)C1C(C#N)=C(N)Oc2n[nH]c(-c3ccccc3)c21 (stereo not given)
  35.7	-0.7	-1.38
Cc1c(NC(=O)C2CCN(S(=O)(=O)c3ccc(Cl)cc3)CC2)c(=O)n(-c2ccccc2)n1C
  10.8	-0.12	-0.91
Cc1ccc(CNC(=O)c2nn(C)c(C)c2[N+](=O)[O-])cc1
  23.1	0.9	0.95
COc1ccc(/C=N/NC(=O)CO/N=C(\C)c2cccs2)cc1
  21.6	0.05	-0.04
C=CCN(c1ccccc1Cl)S(=O)(=O)c1cccc(C(=O)NCCc2ccc(OC)cc2)c1
  .	-0.63	-0.6
Cc1ccc(C(=O)Nc2ccc(S(=O)(=O)N3CCc4ccccc43)cc2)o1
  30.8	-1.61	-0.9
Cc1onc(-c2c(Cl)cccc2Cl)c1C(=O)NCCCN1CCOCC1
  33.3	0.62	0.51
C=CCSc1nnc(-c2cc3c(-c4ccccc4)nn(C)c3s2)n1C
  -14.3	-0.3	0.38
Cc1nn(CC(=O)O)c(C)c1C
  30.0	-1	-1.19
CCOC(=O)c1sc(NC(=O)c2ccc(OC)cc2)nc1C
  33.3	.	.
Cc1cc(C(=O)N2CCN(c3ncccn3)CC2)cs1
  -62.5	-0.05	-1.11
Cc1sc(NC(=O)c2ccccc2)c(C(c2ccc(Cl)cc2)N2CCN(CCO)CC2)c1C (stereo not given)
  0.0	-1.03	-0.53
O=C(O)c1cc2cc(OCc3ccccc3)ccc2[nH]1
  .	0.9	0.6
CCCC(=O)Nc1ccc(NC(=O)C2CC2)cn1
  -43.2	0.64	2.47
COc1ccc(OC)c(C2=NO[C@@H]3C(=O)N(c4cc(Cl)ccc4OC)C(=O)[C@H]23)c1
  -20.0	0.25	0.04
O=C(Nc1nnc(C2CC2)s1)C1Cc2ccccc2CN1S(=O)(=O)c1cccs1 (stereo not given)
  6.1	-0.83	-0.26
Cc1nn(-c2ccc(F)cc2)c(Cl)c1/C=C/C(=O)OCC(=O)Nc1c(F)c(F)c(F)c(F)c1F
  28.6	0.23	2.75
COc1ccc(S(=O)(=O)N(C)C)cc1NC(=O)Cc1c[nH]c2ccccc12
  -18.2	.	.
CCOc1ccc2nc(SCCNS(=O)(=O)c3ccccc3)sc2c1
  15.4	-1.22	-0.73
COc1ccc(C2C=C(c3ccc(Br)cc3)Nc3nc(N4C(=O)CCC4=O)nn32)cc1 (stereo not given)
  -21.2	1.39	1.43
O=C(NCCCN1CCN(c2ccccc2F)CC1)C1CCC(=O)N1C1CCCC1 (stereo not given)
  -45.0	0.89	0.33
Cc1noc(C)c1S(=O)(=O)N1CCC(C(=O)NC2CCN(Cc3ccccc3)CC2)CC1
  -15.1	0.5	0.43
O=c1[nH]ncc(N2CCCC2)c1Cl
  17.6	.	.
COc1ccc(NC(=O)CCCn2cc([N+](=O)[O-])cn2)cc1
  0.0	.	.
CN(CC(O)COCc1ccc2c(c1)OCO2)C1CCCCC1 (stereo not given)
  -31.2	0.51	0.16
CC(c1ccccn1)N(CCN(C)C)C(=S)Nc1cccc(F)c1 (stereo not given)
  -9.7	-0.05	-0.89
COc1cc2c(cc1OC)CC1(CCCCC1)N=C2
  -28.6	.	.
CC(C)CCNc1c(-c2cccs2)nc2ccccn12
  7.7	.	.
CCN(c1ccc(NC(=O)COC(=O)CCC(=O)c2ccc(F)cc2)cc1)C(C)C
  -20.0	-0.53	-0.51
O=C(Oc1cc2oc(=O)c3c(c2cc1Cl)CCCC3)c1cccs1
  -263.6	-1.12	-1.7
CCOC(=O)N(NC(=O)C(O)(CC(C)C)CC(C)C)c1ccccc1
  -64.3	1.46	1.02
Nc1c(N=Nc2ccccc2F)c(=O)[nH]n1-c1ccccc1
  -19.5	-1.19	-0.89
CC1CCc2c(sc3ncnc(NCCCOC(C)C)c23)C1 (stereo not given)
  15.5	-0.85	-0.78
O=C(O)Cc1csc(Nc2cccc(Cl)c2)n1
  62.1	0.36	-0.43
CC1CN(C(=O)c2cccc(S(=O)(=O)N3CCOCC3)c2)CC(C)O1 (stereo not given)
  33.3	0.97	2
CCNC(=O)c1sc(=S)n(CC)c1N
  .	0.42	0.23

(more compounds)
Order of values: Insulin prom inh	SDO1 yeast rescue	SDO1 yeast rescue Rescue 24 h
CCCc1cc(C(=O)Nc2nnc(C)s2)cs1
  7.7	-0.57	0.2
N#C/C(=C\c1cccs1)C(=O)NCc1cccnc1
  -35.7	0.9	-0.12
COc1ccccc1N1CCN(C(=O)c2cc3cc(Br)ccc3oc2=O)CC1
  .	-0.47	-1
CC1=NN(c2cccc(Cl)c2)C(=O)C12CC(C)=C(C)CS2 (stereo not given)
  23.3	-1.93	-0.89
COc1ccc(OC)c(S(=O)(=O)N2CCC(C(=O)NCCc3ccccc3)CC2)c1
  -8.6	0.81	0.91
Cc1ccc(S(=O)(=O)NC(C(=O)Oc2ccc3ccc(=O)oc3c2)c2ccccc2)cc1 (stereo not given)
  17.1	0.14	-0.69
CCN1CCN(CC(=O)N2N=C(c3cccs3)CC2c2ccc(OC)cc2)C(=O)C1=O (stereo not given)
  50.0	.	.
Cc1cc(Cl)c(S(=O)(=O)NCC2CCCO2)cc1OCC(=O)NC1CCCCC1 (stereo not given)
  -68.6	-0.51	-0.95
CC1(C)CC2CC(C)(CN2C(=O)c2cccs2)C1 (stereo not given)
  -100.0	0.04	0.62
COc1ccc(/C=C/C(=O)NC(=S)NCCc2ccc(OC)c(OC)c2)cc1
  -50.0	-1.06	0.07
CCC(=O)NC(=S)Nc1ccc(S(=O)(=O)NC(C)C)cc1
  .	1.14	1.81
CN(C(=O)CCN1C(=O)c2ccccc2C1=O)C1CCCCC1
  -6.5	-0.37	-0.37
COc1ccc(S(=O)(=O)N(Cc2ccccc2)Cc2nc(-c3ccccc3)no2)cc1
  16.9	-1.14	-1.15
Cc1ccc(C(=O)C(C(=O)/C=C/c2ccccc2)=C2SCCCS2)cc1
  -377.8	-1.44	-0.71
CCOC(=O)N1CCN(C(=O)c2ccc3nc4cc(Cl)ccc4c(=O)n3c2)CC1
  24.0	.	.
Cc1ccc(NC(=O)Cc2cn3ccsc3n2)nc1
  .	0.57	-0.15
NNc1ncnc2sc3c(c12)CCC3
  27.3	.	.
CCNC(=S)NNC(=O)C(c1ccccc1)c1ccccc1
  10.0	0.46	-0.23
CCOc1ccccc1CN(CCc1ccc2c(c1)OCO2)Cc1ccccn1
  .	0.68	1.17
CN1C(=O)c2ccccc2N(C)C1c1ccc2c(c1)OCO2 (stereo not given)
  3.2	0.24	0.31
COc1ccc(-c2c(C)oc3ccc(C)cc23)cc1
  .	-0.47	-0.47
Cc1ccc(-n2c(O)c(C=NC3CCS(=O)(=O)C3)c3ccccc3c2=O)cc1 (stereo not given)
  11.4	0.1	-0.46
O=C(C[n+]1cccc(CNC(=O)c2ccc(OC(F)F)cc2)c1)Nc1ccc(SC(F)F)cc1
  18.2	1.07	0.69
CC1=C(C(=O)Nc2ccc([N+](=O)[O-])cc2)C(c2cccc(C(F)(F)F)c2)NC(=S)N1c1ccccc1 (stereo not given)
  -48.6	-1.33	-1.71
c1cc(-c2noc(CC3CCCCC3)n2)ccn1
  -81.8	0.51	1.09
COc1ccccc1NC(=O)C1=C(C)NC2=C(C(=O)CCC2)C1c1ccc(C)o1 (stereo not given)
  33.3	-0.36	-0.68
Cc1ccc(C(=O)Nn2cnc3scc(-c4cccs4)c3c2=O)c(O)c1
  21.7	-0.67	-0.67
Cn1ncc(Br)c1C(=O)NC12CC3CC(CC(C3)C1)C2
  23.3	-0.52	-1.02
Cc1ccc(/C=C2\Oc3c(ccc(O)c3CN3CCN(CCO)CC3)C2=O)cc1
  -26.7	.	.
COc1ccc(C(=O)Nc2ccc(S(=O)(=O)Nc3nccc(C)n3)cc2)cc1OC
  -22.6	0.24	0.12
COCCNC(=O)C(c1ccncc1)N(Cc1ccccc1)C(=O)Cn1nnc2ccccc21 (stereo not given)
  -16.7	.	.
CCCS(=O)(=O)N1CCC(C(=O)N2CCC(Cc3ccccc3)CC2)CC1
  69.2	0.02	0.85
O=C(c1ccncc1)N1CCN(C(=O)c2ccco2)CC1
  6.1	-0.64	-1.14
CCNC(=S)N(CCc1c(C)[nH]c2ccc(C)cc12)Cc1ccco1
  -340.0	-1.17	-0.42
Cc1ccc(-n2c(N)c(C(N)=O)sc2=S)c(C)c1
  28.6	0.46	-0.65
CCC[N+](CC#Cc1ccccc1)(CCC)CC(=O)c1ccc(Cl)cc1
  .	0.47	-0.32
COc1ccc(Cl)cc1N1C(=O)CC(N2CCc3ccccc32)C1=O (stereo not given)
  -7.1	0.61	0.65
COC(=O)C1CCN(C(=O)COc2cc3sc(C)nc3c3sccc23)CC1
  57.1	-0.25	-0.24
O=C(Cc1nc2ccccc2[nH]1)NCc1ccco1
  .	-0.32	-0.97
CCOC(=O)c1ccc(NC(=O)CC2Sc3ncnn3C2=O)cc1 (stereo not given)
  29.2	-2.7	-1.87
O=C(CCCn1ncn2c(cc3occc32)c1=O)N1CCc2ccccc2C1
  -11.5	-0.31	-0.26
O=C(COc1cccc2cccnc12)NCc1cccs1
  16.7	.	.
CCCNC(=O)NC(=O)CSc1ccc(C)cc1C
  16.7	.	.
O=C(NCCc1ccc(Cl)cc1)C1CCN(c2cnccn2)CC1
  18.2	-0.16	-0.13
COc1ccc(S(=O)(=O)n2ccc(C)n2)cc1C
  -18.8	-0.26	-0.11
CCCCN(C(=O)CSc1nnc(-c2ccc(OC)cc2)n1C(C)C)c1c(N)n(Cc2ccccc2)c(=O)[nH]c1=O
  .	1.23	1.33
COc1ccc(OC)c(C(c2nnnn2CC2CCCO2)N2CCN(C3CCCC3)CC2)c1 (stereo not given)
  -70.0	0.26	-0.34
O=C(CNC(=O)Cc1ccccc1)NCC(=O)OCC(=O)c1ccc(F)cc1
  10.5	.	.
COc1cc(CNc2ccc(CNc3ncn[nH]3)cc2)ccc1OCc1ccccc1
  .	0.21	0.66

3 entries from above, ordered by formula weight, ascending:
Order of values: Insulin prom inh	SDO1 yeast rescue	SDO1 yeast rescue Rescue 24 h
COc1ccc(S(=O)(=O)n2ccc(C)n2)cc1C
  -18.8	-0.26	-0.11
O=C(CNC(=O)Cc1ccccc1)NCC(=O)OCC(=O)c1ccc(F)cc1
  10.5	.	.
COc1cc(CNc2ccc(CNc3ncn[nH]3)cc2)ccc1OCc1ccccc1
  .	0.21	0.66

Filtered by structure: the compounds so far with a cyano group.
Order of values: Insulin prom inh	SDO1 yeast rescue	SDO1 yeast rescue Rescue 24 h
CC(C)C1C(C#N)=C(N)Oc2n[nH]c(-c3ccccc3)c21 (stereo not given)
  35.7	-0.7	-1.38
N#C/C(=C\c1cccs1)C(=O)NCc1cccnc1
  -35.7	0.9	-0.12

Screens from PubChem.
